# TDP2 inh: TDP2 (human) inhibition, absorbance primary screen. O95551. recombinant TDP2, T5PNP hydrolysis, p-nitrophenol absorbance 415 nm. inhibition, % at 12.8 µM. hit rate 0.34% among 370,000. AID 720702;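 active = inhibition above the mean of all tested compounds plus 3 SD, set per campaign, cut at about 25% in these data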;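 note: 0% = DMSO with enzyme and 100% = buffer with substrate but no TDP2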
#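 Material: recombinant human TDP2; quantity: TDP2 enzyme at 120 nM final; medium: Tris-HCl pH 7.5 with MgCl2; compound: single concentration, 12.8 µM nominal, with 1% DMSO; incubation: 2 h enzyme incubation at 37 °C; signal: epi absorbance; measure: percent inhibition; benchmarks: high control without enzyme, low control DMSO plus TDP2; repeats: singlicate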
# SIAE primary: inhibitors of human sialic acid acetylesterase SIAE | Q9HAT2 | SIAE FP-Rh probe binding, fluorescence polarization | inhibition, % at 9.66 µM | hit rate 0.69% among 370,000;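 active = inhibition above a cutoff: mean of compounds within the control limits plus 3 SD of those, cut at about 17% in these data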;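 note: 0% = plate median of compound wells and 100% = probe without SIAE protein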
# Target sequence (Q9HAT2 whole entry, looked up): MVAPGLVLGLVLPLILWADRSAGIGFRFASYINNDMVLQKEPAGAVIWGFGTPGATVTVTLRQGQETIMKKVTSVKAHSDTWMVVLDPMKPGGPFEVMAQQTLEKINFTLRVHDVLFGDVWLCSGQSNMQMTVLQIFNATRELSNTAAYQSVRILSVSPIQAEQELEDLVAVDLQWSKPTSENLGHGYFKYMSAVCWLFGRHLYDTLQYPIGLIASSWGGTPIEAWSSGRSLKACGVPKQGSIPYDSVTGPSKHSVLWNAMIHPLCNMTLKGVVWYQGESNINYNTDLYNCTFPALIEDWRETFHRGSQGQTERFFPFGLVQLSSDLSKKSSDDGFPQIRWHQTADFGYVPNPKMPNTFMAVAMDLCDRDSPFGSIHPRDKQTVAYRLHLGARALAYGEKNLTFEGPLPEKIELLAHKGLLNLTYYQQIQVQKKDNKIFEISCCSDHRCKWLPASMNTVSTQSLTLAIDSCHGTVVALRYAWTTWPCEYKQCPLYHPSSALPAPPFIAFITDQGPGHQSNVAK
# PLC-gamma1 inh: PLC-gamma1 (human) inhibition, primary screen | AID 720700 | P19174 | hit rate 0.84% among 370,000 | purified PLC-gamma1, fluorogenic substrate, fluorescence | inhibition, % at 12.2 µM; in the data active = inhibition above about 9.5%
# Tn7 DDE FP: DD(E)-Tn7 binding inhibition, primary FP screen; FP displacement of FITC-Tn7 peptide from fibrin DD(E); 0% = median of compound wells per plate; inhibition, % at 8.3 µM; hit rate 0.13% among 370,000; AID 720508;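 active = inhibition above the mean of compounds falling within the control limits plus 3 SD of them, cut at about 14% in these data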;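 note: 0% = plate median of compound wells and 100% = 10 µM Aha-Tn7 peptide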
#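 Assay system: human fibrin DD(E) protein / Input: 2 µM fibrin DD(E) / Benchmarks: high control of 10 µM Aha-Tn7 peptide / Measured by: fluorescence polarization of the labelled Tn7 tracer / Medium: Tris buffer with calcium and detergent, pH 7.8 / Timing: 10 min compound pre-incubation, 3 h probe incubation at room temperature / Repeats: one replicate per compound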
# DDE Tn6 FP inh: disrupts Tn6 cyclic peptide binding to fibrin D-Dimer-E complex. P02675. AID 720509. inhibition, % at 8.3 µM. hit rate 0.21% among 370,000. Fibrin DD(E) TRITC-Tn6 fluorescence polarization displacement;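 active = inhibition above a per-campaign cutoff: mean of compounds within control limits plus 3 SD, cut at about 15% in these data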;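 note: 0% = median of all compound wells on the plate and 100% = blocking peptide control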
# ADAM17 inh: inhibits human ADAM17. P78536. recombinant ADAM17, EDANS/DABCYL FRET peptide cleavage. inhibition, % at 6.95 µM. hit rate 0.83% among 370,000;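 active = inhibition above the mean of compounds lying between control limits plus 3 SD, set per campaign, cut at about 8.5% in these data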;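 note: 0% = DMSO-only wells as the low control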
# ARFGAP1 inhibitor: inhibitors of rat ARFGAP1. Q62848. Arfgap1-stimulated ARF1 GTP hydrolysis, GDP FP detection. inhibition, % at 16.5 µM. hit rate 0.26% among 360,000. AID 651572;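 active = inhibition above a per-plate limit, mean inhibition of low control wells plus 3 SD, cut at about 25% in these data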;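 note: 0% = DMSO wells with enzyme and 100% = wells lacking Arfgap1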
# Target sequence (Q62848 1-136 limits assumed): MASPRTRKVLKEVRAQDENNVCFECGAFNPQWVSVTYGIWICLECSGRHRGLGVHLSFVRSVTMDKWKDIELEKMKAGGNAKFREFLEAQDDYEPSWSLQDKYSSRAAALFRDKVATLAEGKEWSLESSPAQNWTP
#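 System: truncated rat Arfgap1 GAP domain / Benchmarks: high control wells lacking Arfgap1, low control full reaction with DMSO / Times: compound-enzyme preincubation 20 min, reaction 120 min, detection 60 min, 25 °C / Repeats: one replicate per compound / Also added: human ARF1(Δ1-17)-GTP substrate / Measured by: Tracer-displacement fluorescence polarization with EDTA stop, 620/688 nm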
# PLC-beta3 inh: PLC-beta3 (human) inhibition, primary screen; inhibition, % at 12.2 µM; hit rate 0.18% among 370,000; Purified PLC-beta3, fluorogenic substrate, fluorescence; in the data active = inhibition above about 11%;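 note: 0% = median of compound wells on plate and 100% = full blocker control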
# ASAP1 inh: blocks human ASAP1-stimulated Arf1 GTP hydrolysis. Q9ULH1. GDP FP detection. inhibition, % at 16.5 µM. hit rate 0.19% among 360,000. AID 624377; in the data active = inhibition above about 25%;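 note: 0% = vehicle with enzyme and substrate and 100% = no enzyme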
# Target sequence (Q9ULH1 325-724 limits assumed): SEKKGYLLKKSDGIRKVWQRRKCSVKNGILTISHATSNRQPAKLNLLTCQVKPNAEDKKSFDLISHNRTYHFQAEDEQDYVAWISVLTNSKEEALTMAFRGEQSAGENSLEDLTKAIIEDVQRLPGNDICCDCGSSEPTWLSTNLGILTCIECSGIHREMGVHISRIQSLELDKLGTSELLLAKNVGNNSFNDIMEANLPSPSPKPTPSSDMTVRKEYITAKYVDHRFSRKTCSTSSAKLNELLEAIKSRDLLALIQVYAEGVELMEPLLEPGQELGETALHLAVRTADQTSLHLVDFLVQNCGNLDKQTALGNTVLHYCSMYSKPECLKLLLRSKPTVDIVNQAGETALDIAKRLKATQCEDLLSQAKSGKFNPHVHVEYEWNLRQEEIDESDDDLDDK
# ADAM10 inh: ADAM10 inhibition, QFRET primary screen | inhibition, % at 7 µM | AID 720582 | recombinant ADAM10, EDANS/DABCYL FRET peptide cleavage, 3 h | hit rate 0.62% among 370,000;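 active = inhibition above a per-campaign cutoff equal to the mean of compounds falling between control-based bounds plus 3 SD, cut at about 20% in these data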;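 note: 0% = DMSO wells while the 100% control is not disclosed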
# An asterisk follows results filed as active; x = not tested or not shown.
SMILES,TDP2 inh,SIAE primary,PLC-gamma1 inh,Tn7 DDE FP,DDE Tn6 FP inh,ADAM17 inh,ARFGAP1 inhibitor,PLC-beta3 inh,ASAP1 inh,ADAM10 inh
CN(Cc1ccccc1)C(=O)c1ccc(NC(=O)Cc2cccc(NC(=O)C3CCCN(C(=O)CCc4ccccc4)C3)c2)cc1 (stereo not drawn),-9,-28,8,-4,12,14*,-3,3,8,24*
CCCC(=O)NCCc1cc2cc(C)c(C)cc2[nH]c1=O,0,3,-2,-2,1,-18,-6,-2,1,-54
c1cc(-n2cnnn2)ccc1NC1=NCCC1,3,4,-1,-1,2,-7,1,-1,7,-6
COc1ccc(C(=O)C2CCCN(Cc3ccc4c(c3)OCCO4)C2)cc1F (stereo not drawn),-6,-3,2,0,9,-4,-10,-5,11,-5
CC(=O)Nc1ccc(/C=N/Nc2nc3ccccc3s2)cc1,-18,4,-67,2,-10,-14,5,-167,-5,-19
NC(=O)[C@@H]1CCCN1C(=O)c1cc(COc2ccc(F)cc2F)on1,5,0,-1,6,1,-2,12,-7,-5,-1
Nc1nc(C2C(=O)CCCC2=O)cs1,17,0,-12,7,1,-5,-12,-21,-2,-14
COc1ccc(S(=O)(=O)Nc2ccc(S(=O)(=O)Nc3nc(C)cc(C)n3)cc2)cc1OC,-7,-5,2,-8,-1,4,13,7,-7,3
COc1ccc(/C=N/Nc2cc(C)nc(N3CCOCC3)n2)cc1,-3,-1,4,-3,4,0,-2,-5,-9,5
Cc1cc(=O)[nH]c(N/N=C/c2c(O)n(-c3ccccc3)c(=O)c3ccccc23)n1,1,5,-78,4,2,-36,-13,-89,10,-156
CCN(CC)C(=O)C1=C(C)N(CCCOC)C(=O)C(CC(=O)NCCCCc2ccccc2)C1 (stereo not drawn),-5,2,4,-2,-5,-2,-5,-4,-1,-7
CCCCCCCC(=O)Nc1cc(C(=O)NCCC)ccc1N1CCC2(CC1)CC(c1ccccc1)=NO2,1,3,3,4,-1,-3,-2,1,-1,3
CCC(=O)N1CCc2cc(S(=O)(=O)N(C)c3ccc(OC)cc3OC)ccc21,1,7,-63,-7,0,-2,-8,-3,1,-8
O=C(NCc1ccco1)C(=O)NCC1OCCN1S(=O)(=O)c1ccccc1 (stereo not drawn),3,-11,-1,-8,4,-1,-15,-3,-1,-8
O=C(CN1C(=O)c2ccccc2C1=O)OCC(=O)N1CCN(c2ccccc2)CC1,7,-5,2,5,-5,-4,10,-6,4,-4
CC(=O)Nc1ccc(N/C=C/C(=O)c2ccco2)cc1,4,8,-25,-7,-3,0,0,-35,-5,-4
O=C(O)Cn1cnc2ccccc2c1=O,9,-3,3,3,4,-3,-11,1,-14,2
CCCCCOc1ccc(C(O)C(CN2CCOCC2)c2ccccc2)cc1 (stereo not drawn),3,1,0,4,2,1,0,-4,17,-1
Cc1ccc(-n2nc(C(=O)O)c(O)cc2=O)cc1,4,0,-1,-3,-3,-1,2,-2,8,-7
O=C(COC(=O)c1cccc(OC(F)F)c1)NC(=O)NC1CCCCC1,-19,-3,-1,2,3,-1,-5,-4,3,4
Cn1cnc([N+](=O)[O-])c1Sc1ncnc2nc[nH]c12,4,2,2,1,-5,-4,-12,-3,-9,-4
N#CCN1C(=S)N=C(Nc2cccc(Cl)c2)C12CCCCC2,-5,-1,0,0,-1,-1,2,0,8,-3
Cc1cccc2nc(CSc3nncn3-c3ccccc3)cn12,6,6,2,3,1,8,4,1,1,-2
CC(C)CC(=O)NC(NC(=S)Nc1cccc2cccnc12)C(Cl)(Cl)Cl (stereo not drawn),4,-1,1,1,8,0,-4,-1,-2,-1
COc1ccc(CN(C)C(=O)c2cc(S(=O)(=O)N3CCCCCC3)ccc2OC)cc1OC,-2,-5,2,-1,6,-1,-5,-7,-17,5
COc1ccc(S(=O)(=O)N2CCN(CC(=O)N3c4ccccc4CC3C)CC2)cc1OC (stereo not drawn),-7,-1,-7,4,2,-1,3,-4,1,-2
COC[C@@H]1CCCN1[C@@H]1CS(=O)(=O)N[C@H]1COCc1ccccc1,-1,2,-4,-7,-8,-3,1,-1,8,-3
CCN(CC)S(=O)(=O)c1ccc(C(=O)NCCCn2ccnc2)cc1,8,-18,0,1,-7,-2,-2,5,8,-3
C=CC[C@H](CC(=O)NCCO)C(=O)N[C@@H](COC(=O)[C@@H](CC=C)CC(=O)OC(C)(C)C)Cc1c[nH]c2ccccc12,0,4,2,-2,-3,0,2,1,13,2
Cc1cc(NC(=O)CSc2ncn(-c3ccccc3)n2)no1,-8,5,2,-5,1,0,3,0,11,-2
C=CCn1c(C)cc(C(=O)COc2ccc(S(=O)(=O)N3CCCC3)cc2[N+](=O)[O-])c1C,5,2,6,0,-3,6,10,5,5,3
CN(C)c1ccc(/C=C2\CCCCC2=O)cc1,-2,5,-17,-2,-4,-1,12,-16,-2,2
O=C(CSc1ncnc2c1oc1ccccc12)NCC1CCCO1 (stereo not drawn),0,5,-1,-4,-2,-2,7,-2,15,5
N=c1ccn2c(n1)OC1C(O)C(CO)OC12 (stereo not drawn),-3,1,3,5,8,-7,4,0,0,6
O=C(Cc1ccccc1)N/N=C/c1ccccc1OCc1ccc(Cl)cc1,-9,-27,4,-6,-5,-1,7,2,12,5
CNC(=O)CCc1nc(-c2ccc(C(C)(C)C)cc2)no1,-12,-8,3,-3,-1,2,-11,1,-6,11
O=C(O)C(Cc1c[nH]c2ccccc12)NS(=O)(=O)c1ccc(Cl)c(C(F)(F)F)c1 (stereo not drawn),-6,6,-1,8,12,-6,0,-13,6,-7
COc1ccc(CN(C)C(=O)Cn2ccc(N)nc2=O)cc1OC,6,1,0,-8,1,-2,7,1,4,1
Cc1ccc(-c2c(C)c(-c3ccc(F)cc3)nc(N)c2C#N)o1,-5,-5,-96,-4,4,-34,-7,-116,-2,-100
Cc1ccccc1NC(=O)N1CCN(C(=O)c2ccco2)CC1,-7,5,-1,-1,3,-4,-6,1,-3,1
COc1ccc(CN2C(=O)C(CC(=O)NCc3cccs3)CC(C(=O)N3CCOCC3)=C2C)cc1 (stereo not drawn),-2,2,-1,3,2,-6,-2,-2,10,-9
COc1ccc(NC(=O)CCc2c(C)nc3nc(CNC(=O)c4cccc(F)c4)nn3c2C)cc1OC,5,2,0,-4,-1,-3,9,-1,5,-8
O=C(CCc1ccncc1)N1CCCC(Nc2ccc(F)cc2)C1 (stereo not drawn),-13,3,-4,-2,7,0,3,-3,-2,-3
COc1cc(NC(=O)c2cc(-c3ccc(F)cc3OC(C)C)n[nH]2)cc(OC)c1OC,6,-4,3,-5,-3,3,14,-3,10,9
Cc1ccc(CC2S/C(=N/c3ccccn3)NC2=O)cc1 (stereo not drawn),1,5,5,-2,14,0,-14,4,9,3

# Molecules listed so far containing a COOH group (3):
SMILES,TDP2 inh,SIAE primary,PLC-gamma1 inh,Tn7 DDE FP,DDE Tn6 FP inh,ADAM17 inh,ARFGAP1 inhibitor,PLC-beta3 inh,ASAP1 inh,ADAM10 inh
O=C(O)Cn1cnc2ccccc2c1=O,9,-3,3,3,4,-3,-11,1,-14,2
Cc1ccc(-n2nc(C(=O)O)c(O)cc2=O)cc1,4,0,-1,-3,-3,-1,2,-2,8,-7
O=C(O)C(Cc1c[nH]c2ccccc12)NS(=O)(=O)c1ccc(Cl)c(C(F)(F)F)c1 (stereo not drawn),-6,6,-1,8,12,-6,0,-13,6,-7

# Next section
SMILES,TDP2 inh,SIAE primary,PLC-gamma1 inh,Tn7 DDE FP,DDE Tn6 FP inh,ADAM17 inh,ARFGAP1 inhibitor,PLC-beta3 inh,ASAP1 inh,ADAM10 inh
CCOc1ccccc1NC(=S)N1CCN(c2ccccc2F)CC1,-5,7,3,4,1,-2,1,-4,-11,2
COc1cc(C=O)c(Br)cc1OCC(=O)NCCc1ccccc1,4,2,-7,6,4,-7,-9,-3,-5,-11
Cn1c(SCC(=O)N2CCCC2)nnc1-c1ccc(S(=O)(=O)N2CCCC2)cc1,3,-4,-1,-1,-3,-3,-4,0,1,-4
OCCN1CCN(c2ncnc3c2c(-c2ccccc2)cn3-c2ccc(F)cc2)CC1,9,9,-5,-1,-4,-1,6,-13,4,4
O=c1c(S(=O)(=O)c2ccc(Cl)cc2)cn(Cc2cccc(F)c2)c2ccc(F)cc12,6,-8,2,1,-2,0,3,0,7,-7
O=C(Cn1cnc2c(nnn2Cc2ccc(Cl)cc2)c1=O)N1CCN(c2ccccc2)CC1,-5,0,2,1,0,0,-6,3,-8,4
COc1ccc(Br)cc1/C=N/NC(=O)CN1CCCCC1,7,-5,0,-10,3,-2,6,2,12,-8
O=C(c1cc(S(=O)(=O)N2CCOCC2)ccc1Cl)N1CCOCC1,-4,-4,3,-3,2,-2,-7,-4,10,-10
O=C(COC(=O)CNC(=O)C1CCCCC1)Nc1ccc2c(c1)OCCO2,-2,4,-1,-2,5,0,-6,-4,-5,2
CCOC(=O)/C=C1\SCC(=O)N1CC(=O)Nc1cc(S(=O)(=O)N(C)C)ccc1C,-8,-11,-2,-9,2,-2,17,3,-5,-6
CCn1c(SCC(=O)Nc2ccc3c(c2)OCCO3)nnc1-c1cccs1,7,1,-1,1,-5,-7,-1,-1,2,-3
COC(=O)c1ccc(CN2CCCC(C(=O)c3ccccc3OC)C2)cc1 (stereo not drawn),-4,-2,1,1,6,-2,9,-5,-4,0
Cc1cc(NC(=O)NCC(F)(F)F)no1,-11,-2,-1,1,3,-2,7,-10,-1,-2
CCC(C(=O)OCC(=O)Nc1ccc(SC(F)F)cc1)c1ccccc1 (stereo not drawn),0,-19,4,-5,0,12*,13,2,7,29*
O=C(CN1CCN(c2ccccn2)CC1)Nc1ccc([N+](=O)[O-])cc1C(=O)Nc1ccccc1F,5,-5,1,-2,1,-4,9,-5,1,7
COc1cc(S(=O)(=O)N2CCCC2)c(C)cc1C,3,-6,-2,3,-2,0,-9,-1,-4,-1
O=C(c1ccccc1I)N1CCC(Oc2cccnc2)CC1,8,-5,0,3,3,0,x,1,x,-6
COc1ccc(OC)c(NC(=O)c2ccc3c(c2)CCN3S(C)(=O)=O)c1,11,5,-1,-3,-6,1,-7,-8,8,4
O=C(NCCO)c1ccc2c(c1)S(=O)(=O)c1ccccc1C2=O,4,1,0,-2,-3,0,-2,7,15,6
O=C(Nc1ccc(S(=O)(=O)N2CCCC2)cc1)c1ccc2c(=O)n3c(nc2c1)CCCCC3,-12,-6,1,0,-3,-4,14,-7,2,-2
c1ccc(-n2cnnc2SCc2cn3ccsc3n2)cc1,6,0,3,-6,-2,-1,6,4,-8,3
COc1ccccc1NC(=O)Nc1nc(C(N)Cc2ccc(C(F)(F)F)cc2)cs1 (stereo not drawn),-18,-1,8,2,-5,5,4,11,-1,7

# Screens from PubChem BioAssay.
